Bioassay records as filed in PubChem BioAssay.
Myeloid diff 2 = induction of myeloid progenitor differentiation, primary screen, cell-based, flow cytometry, MLPCN library | ER-HoxA9 myeloid progenitors, lysozyme-GFP differentiation | calls only at 10 µM | actives 1% (n = 360,000);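 active = normalized GFP-positive differentiation at or above the plate's own cutoff, the solvent-only control mean plus 3 SD; inconclusive = no clear call, values can overlap the other calls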;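 note: cells exposed to compound for four days before flow analysis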
NOD1 NF-kB reporter = NOD1 signaling inhibitors, primary screen, cell-based, luminescence, uHTS (AID 1578); NOD1-driven NF-kB luciferase reporter cells, luminescence; higher % means a stronger effect; inhibition, % at 4 µM; hits with a dose series show EC50 in µM; actives 1% (n = 290,000); in the data active = inhibition mostly above about 36%, no sharp cut-off; inactive = mostly below about 34%;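 note: HEK-293T reporter cells stimulated with the NOD1 agonist gamma-tri-DAP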
GPR55 activation = GPR55 agonists via beta-arrestin recruitment, primary screen, imaging, U2OS cells, beta-arrestin-GFP redistribution (AID 1961); actives 0.048% (n = 290,000); U2OS GPR55 beta-arrestin-GFP redistribution imaging; higher % means a stronger effect; one-dose activation, % at 10 µM; EC50 in µM for titrated hits;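 active = activation above 40% with more than 50 cells counted in the well; inconclusive = wells holding fewer than 50 cells, flagged as toxic or sparse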;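 note: U2OS osteosarcoma cells stably expressing GPR55 and beta-arrestin-GFP; plate controls were DMSO negative control for no effect and LPI positive control for full effect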
T cell HTS = modulators of CD8 T cell-vesicle binding, primary screen, mouse 2C CD8+ T cells, flow cytometry; 2C CD8+ T cell-vesicle binding; active compounds read low; calls only at 7 µM; actives 0.068% (n = 330,000);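 active = response, share of CD8 T cells binding vesicles, and their 90th percentile fluorescence all below set limits, cut at about 80% in these data, passing the limit was not always enough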
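Read-out – percent CD8+ FL2 mean versus row control · System – murine 2C transgenic CD8+ T lymphocytes · Times – 1.5 h cell–vesicle binding at 37 °C, then 20 min icy labelling · Control set – naked vesicles low, QL9 vesicles with vehicle high · Detection – cytometric PE anti-B7-1 and Alexa647 anti-CD8 signals after 1% paraformaldehyde fixation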
GPR55 antagonists = GPR55 antagonists blocking LPI-driven arrestin recruitment, primary screen, imaging, U2OS, beta-arrestin-GFP, LPI agonist (AID 2013) | actives 0.13% (n = 290,000) | U2OS GPR55 beta-arrestin-GFP translocation imaging, LPI antagonism; higher % means a stronger effect | inhibition, % at 10 µM; hits with a dose series show IC50 in µM | G-protein coupled receptor 55 (Homo sapiens);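 active = spots per cell inhibited over 60%, with over 100 cells counted and total cytoplasm intensity under 500,000; inconclusive = wells with under 100 cells, flagged as likely toxic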;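 note: U2OS cells stably carrying GPR55 and arrestin-GFP stimulated by 5 µM LPI near EC80; imaged beta-arrestin-GFP aggregate spots per cell after agonist stimulation; plate controls were LPI-stimulated DMSO wells for no effect and DMSO wells without LPI for full effect; some results filed as inactive read as strong as hits; confirmed hits need IC50 under 10 µM and bright autofluorescent wells are also inconclusive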
KOR beta-arrestin-1 = KOR agonists, beta-arrestin recruitment, primary screen, cell-based, luminescence, uHTS (AID 1777); Kappa-type opioid receptor (Homo sapiens); KOR beta-arrestin recruitment, luminescence; higher % means a stronger effect; activation, % at 10 µM; hits with a dose series show EC50 in µM; actives 0.02% (n = 280,000); in the data active = activation above about 50%, passing the limit was not always enough; note: a part of the inactive calls stands beside numbers as strong as those of hits
NTR1 agonist = agonists of NTR1, primary screen, imaging, U2OS cells, beta-arrestin-GFP, high content (AID 493036) | Neurotensin receptor type 1 (Homo sapiens), P30989 | NTR1-U2OS beta-arrestin-GFP spot imaging, agonist mode | activation, % at 20 µM | actives 0.17% (n = 330,000);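 active = activation at or above 40% of the spot to cytoplasm intensity ratio, with at least 20 cells analyzed; inconclusive = wells under 20 cells, flagged as cytotoxic or low count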;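 note: 0% = DMSO without peptide and 100% = 100 nM NTR1 peptide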
Target sequence (P30989 whole entry, looked up): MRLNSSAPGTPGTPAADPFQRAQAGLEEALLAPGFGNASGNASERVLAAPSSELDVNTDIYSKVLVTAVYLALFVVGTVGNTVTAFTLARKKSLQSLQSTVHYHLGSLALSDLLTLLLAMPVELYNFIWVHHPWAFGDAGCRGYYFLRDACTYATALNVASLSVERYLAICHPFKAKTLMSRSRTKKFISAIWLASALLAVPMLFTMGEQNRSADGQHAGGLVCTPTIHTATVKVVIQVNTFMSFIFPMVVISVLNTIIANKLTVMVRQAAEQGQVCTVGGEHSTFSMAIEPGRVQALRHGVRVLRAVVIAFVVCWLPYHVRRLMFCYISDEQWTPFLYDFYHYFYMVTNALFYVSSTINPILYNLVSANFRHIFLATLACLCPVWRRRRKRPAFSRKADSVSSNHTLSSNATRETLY
NOD2 inhibition = NOD2 signaling inhibitors, cell-based, luminescence, uHTS, HEK293 (AID 1566); HEK293 NOD2/NF-kB luciferase reporter, luminescence; higher % means a stronger effect; one-dose inhibition, % at 4 µM; EC50 in µM for titrated hits; actives 0.63% (n = 290,000); note: many of its hits are not listed in these tables
KOR beta-arrestin-2 = KOR antagonists, beta-arrestin recruitment, cell-based, luminescence, uHTS (AID 1778) | Kappa-type opioid receptor (Homo sapiens) | KOR beta-arrestin recruitment, luminescence, antagonist mode; higher % means a stronger effect | inhibition, % at 10 µM, or IC50 in µM where a hit was titrated | actives 0.091% (n = 290,000); note: strong numbers were not always called active
T cell HTS vesicle-bound % = second read-out of T cell HTS, no call of its own (marks repeat the call); double positive events, %; measured here: CD8+ vesicle-bound cell fraction;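 binding gate set so that unloaded-vesicle control wells show 10% double positive cells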
NTR1 agonist cell count 20 µM = also measured in NTR1 agonist; calls as there; cell count; measured here: cell count, cytotoxicity flag
Myeloid diff 2 GFP+ MAC1+ % = recorded beside Myeloid diff 2, whose call it bears; GFP+ MAC1+ double positive, %; measured here: differentiation confirmed by MAC1 staining
An asterisk follows results filed as active; i = inactive; ? = inconclusive; . = not tested or not shown; + = active, no number; [ ] = remark or other dose. Cut-off read from the data, not from the text of the source, unless noted: active = inhibition above about 50%; inactive = the rest.

| No. | SMILES | Myeloid diff 2 | Myeloid diff 2 GFP+ MAC1+ % | NOD1 NF-kB reporter | GPR55 activation | T cell HTS | T cell HTS vesicle-bound % | GPR55 antagonists | KOR beta-arrestin-1 | NTR1 agonist | NTR1 agonist cell count 20 µM | NOD2 inhibition | KOR beta-arrestin-2 |
| --- | --- | --- | --- | --- | --- | --- | --- | --- | --- | --- | --- | --- | --- |
| 1 | CCC(=O)Nc1nc2c(OC)ccc(C)c2s1 | i | 0.5 | -28% | -0.1% | i | 9 | 6% | -4.4% | 1.6 | 47 | 0% | 28% |
| 2 | CC(C)CC(NC(=O)OC(C)(C)C)c1cn([C@@H](CCC(=O)OC(C)(C)C)C(=O)N2CCN(C(=O)OC(C)(C)C)CC2)nn1 (some centres not stated) | i | 0.0 | -26% | -0.1% | i | 35 | -8% | 0.4% | 2.6 | 89 | 4% | -5% |
| 3 | COc1ccc(CCNC(=O)[C@H](C)NC(=O)N2CCn3c2nc2ccccc23)cc1OC | i | 0.9 | -22% | -0.2% | i | 35 | 12% | . | -0.8 | 51 | 5% | . |
| 4 | CCN(CC)S(=O)(=O)c1ccc(OCC(=O)NC(=O)c2ccccc2OC)c([N+](=O)[O-])c1 | i | 2.9 | -19% | 0.0% | i | 58 | -1% | -2.5% | 3.2 | 59 | 7% | 2% |
| 5 | Cc1ccccc1NC(=O)/C(=C\c1cccs1)NC(=O)c1ccccc1 | i | 0.0 | . | -0.1% | i | 26 | -20% | 5.2% | -1.2 | 65 | 3% | 8% |
| 6 | COc1ccc(C(OC(=O)c2ccco2)C(=O)NC2CCCC2)cc1OC (configuration not stated) | i | 3.7 | -6% | 0.1% | i | 32 | 0% | -2.7% | -0.1 | 44 | 10% | -6% |
| 7 | CCS(=O)(=O)c1ccc(C(=O)NC2CC2)c(Cl)c1Cl | i | 0.4 | -1% | -0.1% | i | 7 | -4% | -3.7% | -0.4 | 33 | -19% | 16%[20 µM] |
| 8 | Cc1ccc(NC(=O)Cn2nnc(C(=O)NCc3cccs3)c2N)cc1Cl | i | 6.5 | -16% | 0.2% | i | 15 | 5% | -3.9% | 0.0 | 58 | 11% | -13% |
| 9 | CCCc1nnc(NC(=O)CCS(=O)(=O)Cc2ccccc2)s1 | ? | . | -9% | 0.1% | i | 34 | 6% | -7.1% | -0.6 | 42 | 9% | -64% |
| 10 | CCOc1[nH]c(/N=C/c2ccco2)c(C#N)c1C#N | i | 0.6 | -3% | -0.1% | i | 18 | -8% | -3.2% | -0.7 | 45 | 10% | -9% |
| 11 | CN(C(=O)Nc1cnccc1C(F)(F)F)C1CCCCC1 | i | 0.6 | -3% | 0.3% | i | 27 | 8% | -1.0% | 0.6 | 61 | 12% | 6% |
| 12 | C/C(=C/C(=O)O)C(=O)Nc1cccc(C(F)(F)F)c1 | i | 0.3 | -29% | -0.3% | i | 53 | 3% | -4.1% | -1.2 | 87 | 3% | -4% |
| 13 | Cc1ccc(C2N(c3ccc(Cl)c(Cl)c3)C(=O)C3CCCN32)o1 (configuration not stated) | i | 0.6 | -17% | -0.1% | i | 18 | 2% | -3.7% | -0.2 | 81 | 17% | -20% |
| 14 | Cc1cc(C)n(CC(C)NC(=O)CCc2nnc(CCc3ccccc3)o2)n1 (configuration not stated) | i | 0.5 | -27% | 0.4% | i | 24 | 1% | 1.7% | -0.2 | 69 | -6% | -12% |
| 15 | O=C(CSc1ncc(C(F)(F)F)cc1Cl)N1CCN(S(=O)(=O)c2ccc(Cl)cc2)CC1 | i | 0.7 | 7% | 0.2% | i | 28 | -4% | . | 10 | 54 | 10% | 7% |
| 16 | C=CC(=O)N1C/C=C\C(c2ccc(OC)cc2)N(Cc2ccc(F)cc2)C(=O)C1 (configuration not stated) | i | 1.7 | -7% | -0.1% | . | . | 2% | -1.6% | 0.4 | 95 | -7% | -2% |
| 17 | C/C(CC(=O)NCc1ccc(F)cc1)=N\NC(N)=S | i | 0.6 | -31% | 0.1% | i | 52 | 6% | -7.4% | -1.4 | 31 | 2% | 4% |
| 18 | CC(=O)NNC(=O)c1cc2sccc2s1 | i | 0.8 | -4% | -0.2% | i | 12 | -3% | -1.4% | 0.5 | 47 | 4% | -7% |
| 19 | CCOc1cc(C2C(C(=O)c3ccco3)=C(O)C(=O)N2Cc2ccccc2)ccc1O (configuration not stated) | i | 2.9 | 54% | -0.2% | i | 24 | -1% | 3.9% | -0.2 | 35 | -6% | -11% |
| 20 | CSc1nc2nc3c(cc2c(=O)n1-c1ccccc1)COC(C)(C)C3 | i | 0.4 | -21% | 0.0% | i | 63 | -2% | -1.8% | -1.7 | 86 | -2% | 5%[20 µM] |

Carrying on:
| No. | SMILES | Myeloid diff 2 | Myeloid diff 2 GFP+ MAC1+ % | NOD1 NF-kB reporter | GPR55 activation | T cell HTS | T cell HTS vesicle-bound % | GPR55 antagonists | KOR beta-arrestin-1 | NTR1 agonist | NTR1 agonist cell count 20 µM | NOD2 inhibition | KOR beta-arrestin-2 |
| --- | --- | --- | --- | --- | --- | --- | --- | --- | --- | --- | --- | --- | --- |
| 21 | CC1(C)Cc2c(sc3nc(-c4ccccc4)n(N)c(=O)c23)CO1 | i | 0.7 | 7% | -0.1% | i | 16 | 1% | 8.7% | 0.4 | 63 | -25% | -31% |
| 22 | Cc1cccc(NC(=S)N2CCN(c3cc(C)ccc3C)CC2)c1 | i | 1.0 | -7% | 0.2% | i | 24 | -7% | -1.4% | 0.7 | 40 | 6% | . |
| 23 | CCCOc1ccc(CNC(=O)C2CCN(c3nnc(N4CCCC4=O)s3)CC2)cc1 | i | 0.6 | -12% | -0.1% | i | 40 | -7% | -4.5% | 0.0 | 55 | 6% | 9%[20 µM] |
| 24 | COc1cccc(CN2CCN(CCc3ccccc3)C(CCO)C2)c1OC (configuration not stated) | + | 0.6* | -16% | -0.1% | i | 49 | 7% | . | -0.3 | 97 | -5% | -28%[20 µM] |
| 25 | COC(=O)c1ccc(NC(=O)CN(Cc2ccc(Cl)cc2)S(C)(=O)=O)cc1 | i | 0.7 | 19% | -0.1% | . | . | -8% | -6.9% | 0.4 | 67 | -34% | 3% |
| 26 | COc1ccc(CCNC(=O)C(=O)NCC2OCCN2S(=O)(=O)c2ccc(Br)cc2)cc1OC (configuration not stated) | i | 0.3 | 1% | 0.2% | i | 31 | -3% | -0.2% | -1.9 | 36 | 36% | -27% |

The list is partial; count on the stated rates, not on these rows.
